High-throughput results as filed in PubChem.
UHRF1 MBD2 ctr: human UHRF1 methylated DNA binding inhibitors | inhibition, % at 4.4 µM | Q96T88 | UHRF1 binding to methylated oligo, TR-FRET | actives 0.75% (n = 370,000); in the data active = inhibition above about 21%;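 also: UHRF1 SRA domain binding a hemimethylated CpG hairpin DNA probe; 0% = median of test compound wells and 100% = reference inhibitor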
PG9 binder: small molecules binding HIV-1 gp120 antibody PG9; actives 0.43% (n = 360,000); TR-FRET gp120-PG9 antibody binding; inhibition, % at 6.7 µM; in the data active = inhibition above about 8.5%
ABHD4 inh: inhibits mouse alpha/beta hydrolase domain 4; Q8VD66; purified mABHD4, FP-Rh probe fluorescence polarization; inhibition, % at 8.92 µM; actives 0.54% (n = 370,000); AID 720543;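 active = inhibition exceeding the mean over every tested compound plus 3 SD, cut at about 30% in these data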;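 also: 0% = plate median of compound wells and 100% = S159A mutant with DMSO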
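Test system: mouse ABHD4 enzyme, wild type. Reagent: FP-Rh fluorescent activity-based probe, added after compound pre-incubation. Timing: pre-incubation 45 min, probe exposure 60 min, at 25 °C. Technique: FP readout, ex 525 nm / em 598 nm. Benchmarks: high control S159A mutant with DMSO, low control median of compound wells.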
HTRA1 inh: blocks human HTRA1 serine peptidase | actives 0.5% (n = 340,000) | AID 504803 | inhibition, % at 5.96 µM | recombinant HTRA1, FP-rhodamine activity-based probe, fluorescence polarization | Q92743; in the data active = inhibition above about 36%;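 also: 0% = enzyme with DMSO and 100% = wells lacking enzyme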
Target sequence (Q92743 whole entry, looked up): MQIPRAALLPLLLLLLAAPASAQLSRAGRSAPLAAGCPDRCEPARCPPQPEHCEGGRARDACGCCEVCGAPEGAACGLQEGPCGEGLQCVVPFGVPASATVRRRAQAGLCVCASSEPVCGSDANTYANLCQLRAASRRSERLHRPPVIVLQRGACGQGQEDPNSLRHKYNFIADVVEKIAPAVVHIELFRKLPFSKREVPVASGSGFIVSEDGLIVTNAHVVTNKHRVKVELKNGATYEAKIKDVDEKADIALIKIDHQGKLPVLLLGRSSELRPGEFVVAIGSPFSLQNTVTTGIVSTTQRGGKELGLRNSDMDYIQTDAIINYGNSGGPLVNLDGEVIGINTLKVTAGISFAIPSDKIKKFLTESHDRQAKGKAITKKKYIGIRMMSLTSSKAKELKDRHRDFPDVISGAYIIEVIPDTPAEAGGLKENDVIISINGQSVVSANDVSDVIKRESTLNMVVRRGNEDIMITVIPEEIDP
PRMT1 FP inh: inhibitors of human PRMT1; Q99873; inhibition, % at 2.79 µM; actives 1.3% (n = 370,000); recombinant PRMT1, activity-based probe fluorescence polarization;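 active = inhibition above about 21% made by adding two undisclosed values, limit read from the data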
LEDGF integ inh: blocks HIV-1 LEDGF/p75-dependent DNA integration; TR-FRET IN-LEDGF/p75 DNA integration, Eu/Cy5; inhibition, % at 3.7 µM; actives 0.64% (n = 370,000); AID 743269;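 active = inhibition above the screen-wide mean plus 3 SD, cut at about 13% in these data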;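 also: signal is the Cy5 over europium emission ratio at 671 and 618 nm; 0% = plate median of compound wells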
NR1D1 modulator: Rev-erb alpha (human) modulation; P20393; actives 0.79% (n = 370,000); Rev-erbα–FITC-DNA binding, fluorescence polarization, 90 min; activity, % at 10 µM; AID 1259318;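 active = activity above about 14%, limit read from the data; passing the limit was not always enough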;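 also: 0% = DMSO wells with 35 nM protein and 100% = DMSO wells with 750 nM protein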
Target sequence (P20393 whole entry, looked up): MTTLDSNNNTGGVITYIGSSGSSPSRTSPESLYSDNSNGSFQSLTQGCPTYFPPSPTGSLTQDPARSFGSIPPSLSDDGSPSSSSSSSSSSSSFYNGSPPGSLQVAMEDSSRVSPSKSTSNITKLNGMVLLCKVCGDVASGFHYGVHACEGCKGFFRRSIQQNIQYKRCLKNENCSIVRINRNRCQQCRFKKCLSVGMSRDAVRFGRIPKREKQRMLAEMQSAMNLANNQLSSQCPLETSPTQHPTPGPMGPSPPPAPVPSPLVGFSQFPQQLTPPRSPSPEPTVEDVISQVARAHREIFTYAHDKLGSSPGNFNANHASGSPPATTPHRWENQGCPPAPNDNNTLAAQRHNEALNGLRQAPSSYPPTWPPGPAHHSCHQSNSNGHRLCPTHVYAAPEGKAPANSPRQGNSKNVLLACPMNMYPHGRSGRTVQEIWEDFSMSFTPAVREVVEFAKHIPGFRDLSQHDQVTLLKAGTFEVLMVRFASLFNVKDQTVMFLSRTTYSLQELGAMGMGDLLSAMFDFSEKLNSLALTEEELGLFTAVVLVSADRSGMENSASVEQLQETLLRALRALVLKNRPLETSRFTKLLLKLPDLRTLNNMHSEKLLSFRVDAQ
MBD2 DNA inh: MBD2-methylated oligo binding inhibition; Q9UBB5; TR-FRET, MBD2 binding to methylated oligonucleotide; inhibition, % at 4.4 µM; actives 0.31% (n = 370,000); in the data active = inhibition above about 13%
rCAG RNA binder: r(CAG) repeat RNA binding. TO-PRO-1 dye displacement fluorescence. actives 1.3% (n = 370,000). AID 651821. inhibition, % at 3 µM;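 active = inhibition above the plate cutoff, the mean of all test compounds on that plate plus 3 SD, cut at about 35% in these data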;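 also: 0% = DMSO alone and 100% = 100 µM mitoxantrone as full dye displacement; higher means more dye released from RNA so lower well fluorescence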
TCR-CD3 inh: human TCR-CD3 binding inhibition | TAMRA-labeled TCR probe fluorescence, biochemical | inhibition, % at 9.4 µM | actives 0.37% (n = 360,000) | AID 651800; in the data active = inhibition above about 19%;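 also: recombinant mutant TCR 2C K166C tagged with TAMRA read by polarization; 0% = receptor in buffer alone and 100% = receptor with positive control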
Active calls of the source: *; x = no result given. Not all compounds are listed; count on the stated rates, not on these rows.

SMILES	UHRF1 MBD2 ctr	PG9 binder	ABHD4 inh	HTRA1 inh	PRMT1 FP inh	LEDGF integ inh	NR1D1 modulator	MBD2 DNA inh	rCAG RNA binder	TCR-CD3 inh
O=C(CSc1cccc(C(F)(F)F)c1)Nc1cc(S(=O)(=O)N2CCCC2)ccc1Cl	0.0	-2.9	-5.8	-17.7	-1.5	-1.1	1.0	5.5	1.3	6.3
Cn1c(CNC(=O)CNS(=O)(=O)c2ccccc2)cc(=O)n(C)c1=O	-0.2	-2.1	3.8	4.2	-1.9	-2.5	-8.5	1.8	2.7	8.7
C=CCCC1CN(Cc2ccco2)S(=O)(=O)c2c(F)cccc2O1 (stereo unspecified)	-1.0	1.4	0.7	-21.3	2.4	8.0	4.7	-7.4	20.0	-1.1
CN(C)c1ccc(/C=N/NC(=O)CNC(=O)c2ccncc2)cc1	0.8	-10.3	0.6	4.2	-1.8	-5.0	1.5	-1.2	0.9	1.9
CCC(Oc1cccc(C)c1)C(=O)Nc1ccccc1C(=O)N1CCOCC1 (stereo unspecified)	-1.5	1.2	2.0	0.5	-0.1	2.6	5.4	-9.3	2.2	6.6
O=C(NC1CCCC1)c1ccc(COc2ccccc2)o1	2.7	x	-7.5	x	4.8	-4.0	-4.5	8.1	3.1	x
Cc1cc2c(cc(C(=O)N3CCC(C(=O)NC4CCCC4)CC3)n2Cc2c(F)cccc2Cl)o1	-0.5	-0.8	3.0	4.7	-0.6	6.1	8.8	-8.6	6.8	1.3
CCn1c(SCC(=O)Nc2ccc(C(=O)OC)cc2)nc2cccnc21	-0.9	-0.1	-1.4	-4.3	-2.6	-2.5	6.4	4.5	-0.5	3.2
Cc1ccc(NS(=O)(=O)c2ccc(Cl)c(C(=O)Nc3cccc(C(=O)O)c3)c2)cc1	-1.5	-1.1	-4.0	-1.4	-4.2	-0.9	11.6	0.0	24.1	-1.7
CCCCOC(=O)CSC1=C(C#N)C(c2cccnc2)C(C(=O)OCC)=C(c2ccccc2)N1 (stereo unspecified)	1.8	-2.0	-4.0	-22.1	1.4	3.9	-3.9	2.7	-9.0	1.5
CC(NC(=O)CCc1nnc(-c2ccc(-c3ccccc3)cc2)o1)c1nccs1 (stereo unspecified)	2.9	0.1	-5.5	-4.4	-3.8	2.2	0.0	-4.3	-5.5	-1.1
CCOC(=O)CN1C(=O)C(=O)N(Cc2ccccc2F)C1=O	1.7	-1.1	-1.2	8.7	-1.6	-2.8	-0.8	1.6	-4.5	1.0
COc1cc(/C=C2/NC(=O)N(Cc3ccccc3F)C2=O)cc(OC)c1O	1.8	-7.9	18.2	11.8	6.1	1.0	1.9	-2.0	8.0	-9.2
Cc1nn(C)c(C)c1NC(=O)CSc1nc(-c2ccccc2F)nc2c1cnn2-c1ccccc1	4.2	-0.8	-3.6	-11.3	-2.6	-6.9	41.7*	-3.8	2.4	6.2
O=C(Nc1ccccc1)NC1(C(=O)N2CCC(O)CC2)CCCCC1	-0.1	-1.7	2.3	-1.2	0.9	-2.3	2.1	4.2	3.1	-6.4
Cc1cnc(C(=O)N(CCCn2ccnc2)C2C(=O)Nc3ccccc3N=C2c2ccccc2)cn1 (stereo unspecified)	-2.4	-1.3	6.1	x	-2.8	-10.8	-7.3	-7.4	4.1	-2.0
Cc1ccc(S(=O)(=O)N2CCCCC2)cc1NC(=O)Cc1c[nH]c2ccccc12	2.6	0.9	-16.1	-13.5	2.3	3.4	2.4	-2.3	13.8	-8.7
Cc1ccc(C(CC(N)=O)c2ccco2)cc1 (stereo unspecified)	1.6	-1.3	-4.5	7.2	-0.3	-1.7	1.3	5.0	-4.2	-1.9
CC(NC(=O)CCC(=O)c1ccc(F)cc1)C1CC2CCC1C2 (stereo unspecified)	1.8	-1.4	-0.9	-1.6	-1.3	0.6	6.6	3.9	-5.1	-2.2
COc1ccc(CN2C(=O)C(CC(=O)NC3CC3)CC(C(=O)N(C)C)=C2C)cc1 (stereo unspecified)	-1.7	0.3	2.6	9.1	0.2	0.6	0.2	2.3	0.3	1.0
COc1cccc(C2c3c(ncn(-c4ccccc4)c3=N)Oc3ccc4ccccc4c32)c1 (stereo unspecified)	0.1	x	-78.5	x	-8.0	-2.8	-6.6	1.1	x	x
CC1(c2nnc(-c3cccc(Cl)c3)o2)CC(c2c(Cl)cccc2Cl)=NO1 (stereo unspecified)	0.8	0.2	-8.4	-31.4	1.6	-0.5	1.9	-1.5	-1.2	3.3
COc1cccc(NC(=O)Nc2nnc([C@H]3C[C@H](O)[C@@H](CO)O3)s2)c1	1.5	-1.3	2.6	x	-1.1	-0.8	-1.7	2.2	3.0	2.4
CCOc1ccc(S(=O)(=O)N2CCC(C(=O)NC3CCCC3)CC2)cc1	1.6	-2.9	-7.3	-5.1	-0.8	0.0	-3.3	5.2	-4.8	-1.6
O=C(Cc1noc2ccccc12)NNC(=S)Nc1ccccc1	-2.6	-1.4	-1.6	11.8	-1.2	3.8	9.1	-5.9	5.2	0.3
Cc1ccc2nc(C)cc(C(=O)Nc3nccs3)c2c1	2.9	1.0	1.9	-0.9	2.0	1.1	-0.6	-2.8	5.2	-8.1
Cc1cc(NC(=O)c2cc(S(=O)(=O)N3CCCCC3)ccc2C)no1	0.5	-1.2	16.5	-0.5	-0.2	2.1	-10.2	6.3	6.7	6.5
Cc1occc(=O)c1OCc1c(F)cccc1Cl	-1.0	0.6	-0.2	-3.6	-3.6	3.1	-3.9	-5.5	-3.6	5.4
CC(=O)c1nn(-c2cccc(Cl)c2)cc1C(=O)c1ccco1	5.1	2.7	-12.8	2.3	1.1	-4.0	-0.9	11.5	5.8	-0.2
Cc1cc2oc(C(=O)NCCc3ccc(S(N)(=O)=O)cc3)c(C)c2cc1C	0.1	6.4	-39.5	-36.3	-0.8	-4.9	-11.8	0.7	12.5	0.6
Cc1ccc(N2C3=C(C(=O)CC(C)(C)C3)C(c3cn(C)nc3C)C3=C2CC(C)(C)CC3=O)cc1	1.1	1.2	5.7	10.7	13.5	-1.3	4.7	0.1	-0.7	15.1
Cc1cc(C(F)(F)F)nn1CC(=O)N(C)C1CCCCC1	7.4	0.0	-3.1	-6.8	2.5	4.4	-3.1	1.6	0.4	-8.9
Cc1ccc(O)c(NC(=O)C2CCCN2C(=O)OCc2ccccc2)c1 (stereo unspecified)	-2.1	-0.2	-1.8	-5.1	-8.3	-1.5	-2.1	4.2	0.4	9.5
Fc1ccc(-c2nnc(CSc3nnc4ccccn34)o2)cc1	1.0	0.3	-0.6	1.3	-1.4	-2.9	-3.6	4.1	0.6	-4.2
CCCc1cc(=O)[nH]c(NCCc2ccccc2)n1	-0.2	-1.5	6.8	1.4	1.0	-1.2	-0.5	4.1	0.8	2.0
CC(C)C[C@H]1CNC(=S)N1CC1CCN(CCC23CC4CC(CC(C4)C2)C3)CC1	1.4	-2.0	3.9	-0.4	4.5	-1.2	-0.7	-0.6	1.0	1.6
Cc1cc(OCC(O)CN2CCc3ccccc3C2)cc(C(C)C)c1 (stereo unspecified)	-1.6	-1.3	2.6	-9.3	-2.6	-0.9	-0.9	5.7	-3.6	4.3
Cc1cccc(NC(=S)NNC(=O)c2csc3c2CCC(C)C3)c1 (stereo unspecified)	-2.0	0.4	5.4	-0.7	-3.7	5.3	5.4	-6.7	28.3	5.7
CCOc1cc(/C=N/N2C(=O)NC3(CCCCC3)C2=O)cc(Br)c1O	-3.0	-3.2	2.9	-0.3	-7.0	5.6	4.8	-6.6	-2.8	2.9
CCCCNC(=O)CCCCn1c(=S)[nH]c2c([nH]c3ccc(OC)cc32)c1=O	2.2	0.5	5.4	0.1	6.5	-5.2	-9.5	-1.9	5.4	-0.8
CCCCn1c(N)c(N(CC(C)C)C(=O)CCCSc2nncs2)c(=O)[nH]c1=O	-3.9	-0.9	-3.5	0.0	-2.0	-2.4	-1.4	-0.6	0.2	7.3
CCCCn1nc(CC(=O)NCCN(CC)CC)c2ccccc2c1=O	-2.5	-1.9	1.1	0.0	-7.0	4.8	-5.1	1.6	-0.4	-0.9
Cn1c(=N)c(S(=O)(=O)c2ccccc2)cc2c(=O)n3ccccc3nc21	-0.3	1.5	-3.6	-1.9	1.9	-1.2	-1.1	0.7	0.7	-3.5
COc1ccc(-c2cnc3c(NC=O)cc(-c4cc(OC)c(OC)c(OC)c4)cn23)cc1OC	-2.2	-1.8	-6.5	x	-0.7	0.3	-5.4	-5.7	8.1	2.3
COc1ccccc1C(=O)Nc1ccnn1C1CCN(C(=O)C(C)(C)C)CC1	3.9	1.6	-7.0	2.2	0.2	-1.6	-4.7	6.7	-6.7	-10.7
Cc1cccnc1N=O	13.5	0.7	-2.3	x	6.3	-2.3	-1.1	7.1	1.3	-2.1
Cc1cc2cc(C)c3nnc(SCC(=O)Nc4ccc(S(=O)(=O)N5CCCCC5C)cc4)n3c2cc1C (stereo unspecified)	1.3	0.0	-5.1	4.7	0.2	2.1	1.7	1.5	0.9	-4.1
CCOC(=O)c1cnc(SC)nc1Oc1cccc(NC(=O)c2cccc(Cl)c2Cl)c1	2.9	-0.9	2.6	-8.4	-3.2	-3.2	4.6	5.6	0.0	0.8
Cc1cc(OCC(=O)NC(C)C)cc(C)c1Cl	-1.3	-1.2	6.2	-1.1	2.1	-0.1	-0.8	-6.1	-4.8	9.4
Cc1noc(C)c1CSCC(=O)OCC(=O)Nc1ccc(OC(F)(F)F)cc1	0.2	-0.1	0.1	1.7	-3.6	-0.2	-1.3	3.5	-1.7	4.7
O=C1c2cccc([N+](=O)[O-])c2C(=O)N1c1ccccc1	-2.0	-0.7	7.6	5.2	-1.5	3.7	2.1	0.7	1.6	2.7
CC1CC(C)CN(CCCNS(=O)(=O)c2ccc3c(c2)CCN3C(=O)C2CC2)C1 (stereo unspecified)	-1.4	-1.1	-0.4	-1.9	-2.5	-1.1	-1.8	-2.9	-5.8	-0.2
CCOc1ccc(NC(=O)CN(C)C(=O)CN2C(=O)c3ccc([N+](=O)[O-])cc3C2=O)cc1OCC	-0.9	0.5	-0.8	3.0	3.9	-3.0	-4.1	3.2	-0.1	-3.9
COc1ccc(Nc2nc(-c3ccc(OC)cc3)c(CCC(=O)O)s2)cc1	0.0	-5.1	-4.0	-3.0	-0.7	3.1	7.5	-2.1	32.2	-3.3
Cc1ccccc1NC(=O)Cc1nc(-c2ccc3ccccc3c2)cs1	0.6	0.8	19.8	-15.4	-0.3	-3.9	1.0	4.2	6.1	5.8
COc1ccc(N2CCOCC2)c(NC(=O)c2ccc(Br)o2)c1	-0.5	-0.2	11.5	-9.6	3.9	-2.0	-3.8	4.6	-9.8	5.0
N#CC1=C(SCc2ccccc2)NC(=O)CC1c1ccc(O)cc1 (stereo unspecified)	4.8	1.6	-3.4	-4.7	1.2	4.9	-3.1	-3.1	-0.3	4.0

Part of the list above in order of count of non-hydrogen atoms, lowest first:
SMILES	UHRF1 MBD2 ctr	PG9 binder	ABHD4 inh	HTRA1 inh	PRMT1 FP inh	LEDGF integ inh	NR1D1 modulator	MBD2 DNA inh	rCAG RNA binder	TCR-CD3 inh
N#CC1=C(SCc2ccccc2)NC(=O)CC1c1ccc(O)cc1 (stereo unspecified)	4.8	1.6	-3.4	-4.7	1.2	4.9	-3.1	-3.1	-0.3	4.0
COc1ccccc1C(=O)Nc1ccnn1C1CCN(C(=O)C(C)(C)C)CC1	3.9	1.6	-7.0	2.2	0.2	-1.6	-4.7	6.7	-6.7	-10.7
CCOc1ccc(NC(=O)CN(C)C(=O)CN2C(=O)c3ccc([N+](=O)[O-])cc3C2=O)cc1OCC	-0.9	0.5	-0.8	3.0	3.9	-3.0	-4.1	3.2	-0.1	-3.9
